Screens (PubChem BioAssay)
OX1R antag-1: antagonists of human orexin 1 receptor (OX1R) | Orexin/Hypocretin receptor type 1 (Homo sapiens), O43613 | OX1R-expressing cells, FRET antagonist read-out | inhibition, % at 6.6 µM | 1.8% of 330,000 active | AID 485270, 2010; in the data active = inhibition mostly above about 38%, no sharp cut-off; inactive = mostly below about 40%;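 also: 0% = agonist challenge alone and 100% = reference antagonist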
Target sequence (O43613 whole entry, looked up): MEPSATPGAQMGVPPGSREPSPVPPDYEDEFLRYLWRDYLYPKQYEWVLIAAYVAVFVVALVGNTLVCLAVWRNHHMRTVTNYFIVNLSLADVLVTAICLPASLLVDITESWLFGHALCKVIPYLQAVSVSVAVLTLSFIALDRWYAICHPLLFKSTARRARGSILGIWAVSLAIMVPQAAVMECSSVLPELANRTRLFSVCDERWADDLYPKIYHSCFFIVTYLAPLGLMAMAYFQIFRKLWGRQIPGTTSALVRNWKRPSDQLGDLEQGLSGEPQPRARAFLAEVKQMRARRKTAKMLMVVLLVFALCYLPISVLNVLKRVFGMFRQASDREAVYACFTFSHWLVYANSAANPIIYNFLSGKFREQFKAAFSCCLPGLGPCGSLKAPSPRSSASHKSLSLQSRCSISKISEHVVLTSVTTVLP
OX1R antag-2: OX1R (HCRTR1) antagonists, primary screen, fluorescence, CHO/OX1R cells, Fluo-8 calcium, orexin A. Orexin/Hypocretin receptor type 1 (Homo sapiens), O43613. Fluo-8 calcium fluorescence. inhibition, % at 5 µM. 0.43% of 330,000 active. AID 434989, 2010;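 active = inhibition above its plate's threshold, mean inhibition of all tested compounds on the plate plus 3 SD, cut at about 37% in these data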;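 also: 0% = orexin A challenge wells and 100% = SB-334867-A antagonist wells; not every result past the cut was called active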
* hit, by the source's call.

smiles,OX1R antag-1,OX1R antag-2
CCC(CC)C(=O)NCCc1cc2ccc(OC)cc2[nH]c1=O,22,-15
CCC(Oc1ccccc1)C(=O)Nc1nc2ccccc2[nH]1 (stereo unspecified),20,-9
O=C(c1cccc(N2C(=O)C3C4C=CC(C4)C3C2=O)c1)N1CCN(c2ccccc2)CC1 (stereo unspecified),11,-31
COc1cccc(NC(=O)C2CCN(c3ncccn3)CC2)c1,17,0
CCOc1ccccc1CNCc1ccc(F)cc1,22,-16
COC(C(=O)Nc1ccnn1C1CCN(Cc2ccc(CO)o2)CC1)c1ccccc1 (stereo unspecified),-2,0
CC(C)(C)c1ccc(-c2cnco2)cc1,12,-11
C[C@H](NC(=O)c1ccco1)C(=O)Nc1nnc(SCc2ccccc2)s1,6,-22
O=C(NCc1nc(-c2ccccc2)cs1)c1ccccc1,11,-4
COc1ccc(-c2nc(C#N)c(NCC3CCCO3)o2)cc1OC (stereo unspecified),12,-22
COC(=O)c1ccc(-c2noc(CN3CCCC(CNC(C)=O)C3)n2)cc1 (stereo unspecified),16,-9
Cc1cccc(N2CCN(S(=O)(=O)c3ccc4c(c3)CC(=O)N4C)CC2)c1C,9,1
O=C(Nc1ccc2nc3ccccc3nc2c1)c1ccccc1,86*,27
Cc1ccc(NC(=O)CCc2ccccc2)cc1S(=O)(=O)N1CCOCC1,16,10
O=C(N/N=C/C(Br)=C\c1ccccc1)c1ccco1,21,-7
CCC(C(=O)NCCCN1CCN(CC)CC1)n1nc(C)n2c(cc3occc32)c1=O (stereo unspecified),3,1
CC(C)(C)NCC(O)c1cc(O)cc(O)c1 (stereo unspecified),8,-3
Cc1sc2ncn(CC(=O)NCCCN3CCC(C)CC3)c(=O)c2c1S(=O)(=O)N1CCC(C)CC1,7,2
COc1cc2nc(N(CCCN(C)C)C(=O)c3ccc(S(=O)(=O)N(C)C4CCCCC4)cc3)sc2cc1OC,9,-10
NNC(=S)NCc1ccco1,6,-6
O=C(CN1C(=O)C(=O)N(Cc2ccco2)C1=O)c1c[nH]c2ccccc12,9,-11
Cc1ccccc1C(=O)N1CCCC(N2CCN(Cc3ccc4c(c3)OCO4)CC2)C1 (stereo unspecified),12,-3
COc1cccc(CN2CC(C(=O)N3CCCCCCC3)CCC2=O)c1 (stereo unspecified),2,-11
CCOC(=O)C1=C(C)NC(=S)NC1c1ccc(-c2ccc(Cl)cc2)o1 (stereo unspecified),5,-31
Cc1ccccc1-n1nnnc1SCC(=O)c1c(N)n(C)c(=O)n(C)c1=O,14,1
COc1ccc(CC(=O)Nc2ccc(-c3noc(COc4ccccc4C)n3)cc2)cc1,24,-4
Cc1c(C(=O)Nc2ccc(Cl)cc2)c2ccccn2c1C(=O)c1ccc([N+](=O)[O-])cc1,3,-22
CCOC(=O)c1cn(-c2ccccc2)nc1-c1cccnc1,25,-34
COc1ccc(CCNC(=O)Cn2c(=O)n(-c3ccc(F)cc3F)c(=O)c3sccc32)cc1OC,9,-34
Cc1ccc(C2=NC3(CCCC3)N=C2SCC(=O)Nc2ccc3c(c2)OCCO3)cc1,19,-28
CCc1ccccc1NC(=O)CNC(=O)CCc1nc2sc3c(c2c(=O)[nH]1)CCCC3,35,-16
Cc1ccc(C(=O)N/C(=C/c2ccc(F)cc2)C(=O)NCc2ccncc2)cc1,2,-6
O=C(CCN1C(=O)c2cccc([N+](=O)[O-])c2C1=O)Nc1nccs1,34,-13
O=C1CC(C(=O)N2CCN(c3ccccc3Cl)CC2)CN1Cc1ccccc1 (stereo unspecified),9,-23
Cc1nn(Cc2cccc(C(=O)NN)c2)c(C)c1Cl,2,-25
O=C(CC1Nc2ccccc2NC1=O)NCCCN1CCCCCC1 (stereo unspecified),29,-12
CC(C)Oc1ccc(-c2nn(-c3ccccc3)cc2/C=c2\sc3ncnn3c2=O)cc1,8,-18
CN(CC(=O)Nc1cc(S(=O)(=O)N2CCOCC2)ccc1Cl)C1CCS(=O)(=O)C1 (stereo unspecified),3,-18
COc1ccc(N2C(=O)C(CC(N)=O)N(NC(=O)CCc3ccccc3)C2=O)cc1 (stereo unspecified),-1,1
Cc1ccc(-c2csc(NC(=O)c3ccno3)n2)cc1,29,-21
Cc1ccc(/C=C/C(=O)NC2CCS(=O)(=O)C2)cc1 (stereo unspecified),13,3
CCOc1ccc(N(C)C(=O)CCc2nnc3ccc(NCc4ccco4)nn23)cc1,-3,-38
C/C(=N\NC(N)=O)c1ccccc1Cl,7,-17
CCC(CC)C(=O)Nc1ccc([N+](=O)[O-])cn1,19,-16
COC(=O)N/N=C/c1ccc(-c2ccccc2Cl)o1,49,-1
COc1cc(C2SCC(=O)N2CCc2ccc(OC)c(OC)c2)ccc1O (stereo unspecified),23,-19
O=C(CSc1nc(-c2ccco2)cc(C(F)(F)F)n1)N1CCSCC1,7,-22
COc1cc(C)nc(N2CCCC(C(=O)Nc3cccc(Cl)c3Cl)C2)n1 (stereo unspecified),28,-28
COc1ccc(-c2nnc(SCC(=O)Nc3cccnc3Cl)n2C)cc1,17,-19
CCCN1C(=O)SC(CC(=O)Nc2ccc(C)cc2)C1=O (stereo unspecified),11,-21
O=C(NCc1ccco1)c1cccc(Br)c1,8,-5
COc1ccc(Cl)cc1C(=O)Nn1cnnc1,6,-11
O=C1CC(Cc2ccc(Cl)cc2)C(=O)N1c1ccccn1 (stereo unspecified),8,-10
COc1cccc(CNC(=O)C(=O)NCCC2CCCCN2S(=O)(=O)c2ccc(C)cc2)c1 (stereo unspecified),23,-37
O=C(CCNC(=O)c1ccc(Cl)cc1)Nc1nc2ccccc2[nH]1,5,-34
CC1(C)CC(=O)C2=C(C1)OC(N)=C(C#N)C2c1ccc(OC(=O)N2CCOCC2)cc1 (stereo unspecified),18,-4
CCCCCCCCc1nnc(NC(=O)c2ccco2)s1,8,-12
CC(C)(C)c1cc(=O)[nH]c(SCc2ccccc2Cl)n1,13,-19
CC1=C(C(=O)OCc2ccccc2)C(c2ccccc2[N+](=O)[O-])NC(=O)N1C (stereo unspecified),-1,-26
CCc1noc(C)c1C(=O)Nc1ccc(Cl)c(S(=O)(=O)N2CCCCC2)c1,18,-4

(further entries)
smiles,OX1R antag-1,OX1R antag-2
CCn1c(CNC(=O)c2cccs2)n[nH]c1=S,6,8
Cc1nnc(NC(=O)CCn2c(=O)oc3ccc(Cl)cc32)s1,14,-14
c1ccc(Nc2cccc3c(Nc4ccccc4)cccc23)cc1,0,-18
Cc1c(C(=O)Nc2cccc(S(=O)(=O)N3CCOCC3)c2)oc2ccc(Br)cc12,4,-1
N#Cc1ccc(CSCC(=O)NN=C2CCCC2)cc1,30,-34
COc1cccc(CCNC(=O)c2ccc(C#N)cc2)c1,11,-7
CCOC(=O)C(C)S(=O)(=O)c1ccc(C(F)(F)F)cn1 (stereo unspecified),16,-7
O=C(OCC#CCSc1nnc(-c2cccc3ccccc23)o1)c1cc2ccccc2o1,15,21
CCOc1ccc(C2=NNC(c3cccs3)=Nc3ccc(OCC)cc32)cc1,1,-35
O=c1ccc2cc(S(=O)(=O)N3CCN(c4cc(Cl)ccc4Cl)CC3)ccc2o1,6,-5
C=CCNC(=O)COC(=O)c1nc2nccc(C)n2n1,11,-9
COc1ccccc1-c1cc(C(=O)NCc2ccc(F)cc2)no1,8,-5
CCc1cccc(C)c1N(C(=O)Cn1c(=O)[nH]c2ccccc21)C(C)COC (stereo unspecified),4,-28
CCN(CC(=O)NC1CCS(=O)(=O)C1)S(=O)(=O)c1cc(Br)ccc1Br (stereo unspecified),17,-23
Cc1ccc(S(=O)(=O)NCC(=O)N(CC(=O)NCc2ccco2)Cc2ccc(F)cc2)cc1,18,-13
CCOc1ccc(N(CC(=O)N2CCCC2)S(=O)(=O)c2ccc(Cl)cc2)cc1,20,-16
O=C(CC1C(=O)NCCN1Cc1ccoc1)NCc1cccc(OC(F)(F)F)c1 (stereo unspecified),10,-22
C[n+]1ccccc1/C=C/c1ccc(F)c(F)c1,13,-12
O=C(CSc1nnc(-c2ccco2)o1)c1ccc([N+](=O)[O-])cc1,10,-15
CCc1cccc(C)c1NC(=O)c1ccc2nc(N3CCOCC3)sc2c1,5,7

Compounds shown so far that contain bromine:
smiles,OX1R antag-1,OX1R antag-2
O=C(N/N=C/C(Br)=C\c1ccccc1)c1ccco1,21,-7
O=C(NCc1ccco1)c1cccc(Br)c1,8,-5
Cc1c(C(=O)Nc2cccc(S(=O)(=O)N3CCOCC3)c2)oc2ccc(Br)cc12,4,-1
CCN(CC(=O)NC1CCS(=O)(=O)C1)S(=O)(=O)c1cc(Br)ccc1Br (stereo unspecified),17,-23

Following part:
Order of values – OX1R antag-1	OX1R antag-2
COC(=O)C1=C2SCC(=O)N2C(N)=C(C#N)C1
  45	1
O=c1c2ccccc2nc2n1CCCCC2
  16	-7
COc1cc(/C=C(/Sc2nnc(-c3ccc(F)cc3)o2)C(=O)O)ccc1OC(F)F
  12	-23
O=C(Cn1ncn2cccc2c1=O)N1CCCCC1
  6	-4
CCOC(=O)c1sc2nc(SC)nc(-c3ccc(Cl)cc3)c2c1N
  10	-16
COCCSc1nnc(NC(=O)CS(=O)(=O)c2ccc(C)cc2)s1
  21	1
O=C(OCC(=O)N1CCN(C(=O)c2ccco2)CC1)c1cc(-c2ccc(Cl)c(Cl)c2Cl)nc2ccccc12
  23	-30
COc1ccc2c(C)cc(Sc3nnnn3-c3ccccc3)nc2c1
  16	-28
COC(=O)[C@H](CC(C)C)NC(=O)Nc1ccccc1F
  11	-16
CCN(CC)CCCNC(=O)CCn1nc(-c2ccc(Cl)cc2)ccc1=O
  4	-8
O=C(CCNS(=O)(=O)c1ccccc1C(F)(F)F)NCCCSc1ccccc1
  19	-22
Cn1c(=O)[nH]c(=O)c2c1nc1n2CCCN1Cc1ccccc1
  4	-30
CC(=O)N1CCN(c2ccc(NCc3ccc(-c4cccc(Cl)c4)o3)cc2)CC1
  24	6
O=C(CNC(=O)c1ccc(Cl)cc1)OCC(=O)c1ccccc1
  0	-8
Cc1cccc(OCC(=O)NNC(=O)c2cc3ccccc3oc2=O)c1
  73*	-26
O=C(Cc1ccc(Cl)cc1)Nc1ccc2oc(-c3ccncc3)nc2c1
  16	-6
CCc1nc2sccc2c(=O)[nH]1
  14	-17
CCN(Cc1cc2cc(OC)ccc2[nH]c1=O)C(=O)Cc1ccc(OC)cc1
  2	-21
CCOC(=O)N1CCC(NC(=O)c2ccc(Cl)cc2)CC1
  17	-9
O=C(Nc1ccc(Cl)cc1)c1ccncc1
  13	-10
C=CCn1nc(-c2ccccc2)c2c(C)onc2c1=O
  21	-7
CN(CC(=O)NCc1cccnc1)S(=O)(=O)c1cc(Cl)ccc1Cl
  20	-1
COc1ccc(COc2ccc3c(C)cc(=O)oc3c2)cc1
  19	-30
O=S(=O)(c1ccc(-c2ccon2)s1)N1CCN(c2ccncc2)CC1
  11	-13
COc1ccc(N2CCN(C(=O)CCNC(=O)Cn3ccc4ccccc4c3=O)CC2)cc1
  2	-23
CCOC(=O)C(C)Sc1nnc(NC(=O)c2cccc([N+](=O)[O-])c2C)s1 (stereo unspecified)
  12	-25
CC(C)NS(=O)(=O)c1ccc(CCC(=O)NCc2ccc3c(c2)OCO3)cc1
  12	-14
Cc1c(NC(=O)C(C)C)cccc1-c1nc2ncccc2o1
  -3	-18
O=C1NC[C@@H](Cc2ccc(O)cc2)N(CC2CCCCC2)C1=O
  28	10
O=C(OCC(=O)N1CCOCC1)c1ccccc1OCc1ccccc1Cl
  11	-7
c1ccc(CN2CCN(c3cnc4ccccc4n3)CC2)cc1
  2	-23
CCN(CC)C(=O)CSC1=C(C#N)C(c2ccco2)C(C(=O)OCCOC)=C(C)N1 (stereo unspecified)
  16	-14
Cc1cc(=O)n2[nH]c(SCc3ccccc3)nc2n1
  13	-3
Cc1cc(Cl)cc(Cl)c1OCCN1CCCC1
  -1	-4
CCCOC1CCCN(C(=O)c2cc(Cl)c(Cl)cc2C(=O)O)C1 (stereo unspecified)
  17	-9
Cn1c(SCC(=O)N2CCOCC2)nnc1-c1cnccn1
  3	-1
FC(F)(F)c1cc(-c2cccs2)nc2cc(-c3cccs3)nn12
  2	-14
CCCn1nnnc1NCc1ccc(OC)cc1
  3	-2
COCc1[nH]nc2c1C(c1ccccc1OC)C(C#N)=C(N)O2 (stereo unspecified)
  7	-7
CC(C)(C)Oc1ccccc1Nc1nc(NCCO)nc(N2CCCC2)n1
  11	-10
CCc1nnc(NC(=O)C2CC(=O)N(Cc3ccccc3)C2)s1 (stereo unspecified)
  14	-4
CC(C)CC(=O)Nc1cccc(NC(=O)CC(C)C)n1
  12	-17
CCN(CC)CCCNC(=O)c1csc(Nc2cccc3ccccc23)n1
  6	-36
CCN(c1ccccc1)S(=O)(=O)c1ccc(OC)c(N=N/C(C(=O)Nc2ccccc2)=C(/C)O)c1
  16	-3
O=C(NCCCN1CCCC1=O)c1nnc(Cc2c(F)cccc2Cl)o1
  -1	-10

Three compounds picked at random from the list so far, as already listed:
Order of values – OX1R antag-1	OX1R antag-2
CCN(c1ccccc1)S(=O)(=O)c1ccc(OC)c(N=N/C(C(=O)Nc2ccccc2)=C(/C)O)c1
  16	-3
CC(C)CC(=O)Nc1cccc(NC(=O)CC(C)C)n1
  12	-17
O=C(NCCCN1CCCC1=O)c1nnc(Cc2c(F)cccc2Cl)o1
  -1	-10
